PAFAH2 FP inh: PAFAH2 enzyme inhibitors, primary screen, biochemical, fluorescence polarization, human. inhibition, % at 3.39 µM. recombinant PAFAH2, FP-rhodamine activity probe. 0.99% of 340,000 active. Platelet-activating factor acetylhydrolase 2, cytoplasmic (Homo sapiens), Q99487. AID 492956, 2010;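 active = inhibition above the mean over all tested compounds plus 3 SD, cut at about 30% in these data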;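 also: inhibitors block probe labeling of enzyme so polarization drops; 0% = enzyme with DMSO and 100% = wells lacking PAFAH2 protein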
PAFAH1B3 FP inh: PAFAH1B3 enzyme inhibitors, primary screen, biochemical, fluorescence polarization, human; AID 492972, 2010; Platelet-activating factor acetylhydrolase IB subunit alpha1 (Homo sapiens), Q15102; inhibition, % at 3.39 µM; 0.28% of 340,000 active; recombinant PAFAH1B3, FP-rhodamine probe;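 active = inhibition above the screen-wide average of all tested compounds plus 3 SD, cut at about 25% in these data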;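 also: 0% = enzyme with DMSO only and 100% = wells lacking PAFAH1B3 protein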
Target sequence (Q15102 whole entry, looked up): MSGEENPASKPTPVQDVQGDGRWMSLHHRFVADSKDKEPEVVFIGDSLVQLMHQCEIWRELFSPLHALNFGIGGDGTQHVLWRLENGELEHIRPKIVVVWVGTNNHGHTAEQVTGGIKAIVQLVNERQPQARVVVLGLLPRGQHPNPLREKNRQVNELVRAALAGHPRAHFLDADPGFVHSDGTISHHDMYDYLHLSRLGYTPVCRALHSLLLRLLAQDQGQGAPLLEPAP
* = called active by the depositor. This is a subset; count on the stated rates, not on these rows.

SMILES	PAFAH2 FP inh	PAFAH1B3 FP inh
CN1C[C@@H]2[C@@H]3C(=O)N(Cc4ccccc4)C(=O)[C@@H]3[C@](Cc3ccccc3)(C1=O)N2C(=O)c1ccc(Cl)cc1	-3	2
C=C1C(=O)OC2C1CCC(C)=C1C(=O)C3OC3(C)C12 (configuration not stated)	4	7
COc1cccc(NC(=O)CN(C)C(=O)C(Sc2ccccc2)c2ccccc2)c1 (configuration not stated)	3	-4
CC(=O)NC1CCC(OC(=O)Nc2ccccc2)CC1 (configuration not stated)	-1	0
Cn1c2ccc(F)cc2c2nnc(SCCN3CCOCC3)nc21	-5	2
CC(=O)OCC1=C(C(=O)O)N2C(=O)[C@@H](NC(=O)Cc3ccccc3)[C@H]2SC1	18	13
CCOC(=O)CCc1ccc(NC(=O)/C=C/c2ccc([N+](=O)[O-])o2)cc1	0	8
COc1ccc(/C=N/NC(=O)c2cc(O)c(O)c(O)c2)cc1Cn1cc([N+](=O)[O-])cn1	15	39*
N=C1C=CC(=C(c2ccc(N)cc2)c2ccc(N)cc2)C=C1	1	3
COCCN(CC1CCCN(C2Cc3ccccc3C2)C1)C(=O)CCC(C)=O (configuration not stated)	16	7
CC(C)CC(C(=O)OCC(=O)N1CCN(c2ccccc2)CC1)N1C(=O)c2ccccc2C1=O (configuration not stated)	2	2
O=C(C1CCC(CNc2c(N3CCCCC3)c(=O)c2=O)CC1)N1CCc2ccccc2C1 (configuration not stated)	6	-2

Part of the list above, with bars between the fields.
SMILES | PAFAH2 FP inh | PAFAH1B3 FP inh
CN1C[C@@H]2[C@@H]3C(=O)N(Cc4ccccc4)C(=O)[C@@H]3[C@](Cc3ccccc3)(C1=O)N2C(=O)c1ccc(Cl)cc1 | -3 | 2
C=C1C(=O)OC2C1CCC(C)=C1C(=O)C3OC3(C)C12 (configuration not stated) | 4 | 7
COc1cccc(NC(=O)CN(C)C(=O)C(Sc2ccccc2)c2ccccc2)c1 (configuration not stated) | 3 | -4
CC(=O)NC1CCC(OC(=O)Nc2ccccc2)CC1 (configuration not stated) | -1 | 0

Whole records from above. Values in the order: PAFAH2 FP inh | PAFAH1B3 FP inh
Entry for CCOC(=O)CCc1ccc(NC(=O)/C=C/c2ccc([N+](=O)[O-])o2)cc1 → 0 | 8
Entry for COCCN(CC1CCCN(C2Cc3ccccc3C2)C1)C(=O)CCC(C)=O (configuration not stated) → 16 | 7
Entry for COc1ccc(/C=N/NC(=O)c2cc(O)c(O)c(O)c2)cc1Cn1cc([N+](=O)[O-])cn1 → 15 | 39*
Entry for N=C1C=CC(=C(c2ccc(N)cc2)c2ccc(N)cc2)C=C1 → 1 | 3
Entry for CC(C)CC(C(=O)OCC(=O)N1CCN(c2ccccc2)CC1)N1C(=O)c2ccccc2C1=O (configuration not stated) → 2 | 2

Later entries:
SMILES	PAFAH2 FP inh	PAFAH1B3 FP inh
Cc1ccccc1OCC(=O)OCC(=O)NC1CCCCCC1	-6	4
CC(=O)Nc1ccc(NC(=O)C2CC(=O)N(Cc3ccco3)C2)cc1 (configuration not stated)	0	8
Cc1c(C(=O)N2CCN(S(=O)(=O)c3ccccc3)CC2)oc2ccccc12	0	5
COc1cccc(C=NNC(=S)NN=Cc2cccc(OC)c2OC)c1OC	7	4
CC(C)CC1=NN2C(=N)/C(=C\c3coc4ccccc4c3=O)C(=O)N=C2S1	4	7
CSc1ccccc1-c1n[nH]c(=S)o1	4	2
C#CCOCCOCCOCCNc1nc(N2CCN(C(=O)Cn3cc(CCO)nn3)CC2)nc(N2CCN(C(=O)[C@H](C)n3cc(CCCN=C(N)N)nn3)CC2)n1	2	4
Cc1ccc(/C=N/NC(=O)c2nnn(-c3nonc3N)c2C)o1	-1	8
O=C(O)c1ccccc1C(c1ccccc1)c1ccccc1O (configuration not stated)	8	10
Cc1ccc(C(=O)COC(=O)COc2ccc(C)c(C)c2)cc1	7	1
CN1CCN(CCCNC(=O)c2ccc(/C=C3\Sc4ccccc4N(Cc4ccccc4F)C3=O)cc2)CC1	-12	1
Cc1ccc(Cn2ccc(NC(=O)c3cc(-c4ccc5c(c4)OCO5)on3)n2)cc1	-7	6

PAFAH1B3 FP inh, entries above that show a hit.
SMILES	PAFAH2 FP inh	PAFAH1B3 FP inh
COc1ccc(/C=N/NC(=O)c2cc(O)c(O)c(O)c2)cc1Cn1cc([N+](=O)[O-])cn1	15	39*

Further structures
SMILES	PAFAH2 FP inh	PAFAH1B3 FP inh
O=c1[nH]c(/C=C\c2cccc(C(F)(F)F)c2)nc(O)c1[N+](=O)[O-]	4	-4
Clc1cccc(Cl)c1CN1CCN(c2ncccn2)CC1	3	4
COc1ccc(C(=O)Nc2ccc(CN3CCOCC3)cc2)cc1Br	1	2
O=C(O)CC(CC(=O)O)n1cccc1	1	8
Cc1cnc(NC(=O)c2nn(C)cc2[N+](=O)[O-])s1	0	8
CC(=NNC(=S)N1CC2CCC(CC2)C1)c1cccc(C)n1	2	9
COc1ccc2[nH]c3c4c(ccc3c2c1)C(=O)C=CC4=O	16	37*
O=C(CC(c1ccccc1)C1CCCCC1=O)c1ccccc1 (configuration not stated)	8	3
CC(C)CCN1CCC(N)=NC1=O	4	3
CCOC(=O)[C@H]1[C@H]2COc3ccc(Br)cc3[C@H]2N2C(=O)CN(CCc3c[nH]c4ccccc34)C(=O)[C@@]12C	-2	-5
C=CCOc1c(Br)cc(/C=C2\SC(=Nc3ccccc3)NC2=O)cc1OC	-6	8
O=C(Cc1ccc(Cl)cc1)c1ccccc1	1	4
CCCCn1c(=O)[nH]c(=O)c2c1nc(CN(C)Cc1cccc(OC)c1OC)n2CCC	8	8
CN(CC(=O)NC(=O)Nc1ccccc1F)Cc1ccccc1	-1	0
CC(=NNC(=O)c1ccncc1)c1cccc(Br)c1	-4	4
CCOc1ccc2nc(NC(=O)Cn3c(C)csc3=O)sc2c1	6	8
O=c1[nH]cc(CN2CCOCC2)c(=O)[nH]1	-6	3
COc1cc(NC(=O)c2cnn3c(C)cc(C)nc23)c(OC)cc1Cl	10	12
Cc1ccc(S(=O)(=O)NCC(=O)OC(C)C(=O)NC2CCCCC2C)cc1C (configuration not stated)	4	4
CCCCCCCCCCCCCCCC(=O)Nc1ccn(C2OC(CO)C(O)C2O)c(=O)n1 (configuration not stated)	-2	8
Cc1ccc2c(c1)N(CC(=O)N1CCC(O)CC1)C(=O)CO2	-3	5
COC1=NC(=C(c2ccccc2)c2ccccc2)OC1=O	2	9
COCCN(C(=O)CSc1nnc(-c2ccncc2)n1C)c1c(N)n(CC(C)C)c(=O)[nH]c1=O	0	4
O=C(CCl)N(O)c1ccc(C=Cc2ccccc2)cc1	-9	12
O=C(NC1CC1)c1ccc(NC(=O)C2CCC2)cc1	-5	4
Cc1ncc(NS(=O)(=O)c2ccc(N)cc2)nc1C	-2	2
COc1ccc(CCN2CCCC(CN(C)Cc3cc(Cl)c(O)c(OC)c3)C2)cc1 (configuration not stated)	-2	3
CCOC(=O)c1c(C)[nH]c(C(=O)COC(=O)[C@H](C)N2C(=O)C3CCCCC3C2=O)c1C (some centres not stated)	-4	4
O=C(CC(C(=O)c1ccccc1)c1ccccc1)c1ccccc1 (configuration not stated)	9	7
CC1CCCCC1NC(=O)Cn1cnc2sccc2c1=O (configuration not stated)	-1	2
Nc1c(Cl)ncnc1Nc1ccc(C(=O)O)cc1	3	3
Cc1cccc(NC(=O)CN2CCN(C(=O)c3ccc(-c4nc5ccccc5s4)o3)CC2)c1C	6	5
O=C1c2ccccc2C(=O)c2cc(N3CCCCC3)ccc21	-1	19
COc1ccc(OC)c2c(C)cc(N3CCCCCC3)nc12	9	1
CSc1nnc(-c2ccccc2)n1N	2	0
O=C(N/N=C/c1ccc(Br)cc1)c1ccc(NC(=O)c2ccccc2)cc1	7	0
CNC(=O)NC(=O)CSc1nnc(-c2ccco2)n1-c1ccccc1	4	0
O=C1NC(=O)N2CCSC2(Cc2ccccc2)N1 (configuration not stated)	1	8
O=C(Cc1ccc(NC(=O)C2CCCN(C(=O)C3CCCC3)C2)cc1)Nc1cccc(C(=O)N2CCCCC2)c1 (configuration not stated)	5	3
Cn1c(=O)c2c(nc(CN3CCN(c4ccccc4)CC3)n2Cc2ccccc2Cl)n(C)c1=O	-5	2
Nc1cc(Cl)cc2c1-c1ccc(Cl)cc1C2O (configuration not stated)	2	11
O=C(O)C(Cc1cccs1)c1cccs1 (configuration not stated)	-2	9
COc1cc2[nH]c(=O)c(C(=O)NCc3ccccc3Cl)c(O)c2cc1OC	5	12
C=CC1=CCN(S(=O)C(C)(C)C)[C@H]1CCO (some centres not stated)	-1	1
Nc1nc(=S)ss1	4	5
C#CCOCCOCCOCCNc1nc(N2CCN(C(=O)[C@H](C)n3cc(CCC(=O)O)nn3)CC2)nc(N2CCN(C(=O)[C@H](Cc3ccc(O)cc3)n3cc(CCO)nn3)CC2)n1	2	1
CCC1=C(c2ccc(OC)cc2)CCC(C(=O)O)C1C (configuration not stated)	0	11
NNC(=O)C1C(O)CCC2CN3CCc4c([nH]c5ccccc45)C3CC21 (configuration not stated)	-2	7
N#CC1(NC(=O)COC(=O)C2CCN(S(=O)(=O)c3ccc4c(c3)OCCO4)CC2)CCCCC1	7	-1
CC(C)(C)S(=O)(=O)N1C[C@@H]2CC/C=C\C/C=C\2[C@H]1CCO	-2	-4
O=C(NC(=S)Nc1ccc(CN2CCOCC2)cc1)c1cccc(F)c1	-3	7
O=[N+]([O-])c1ccc(SNc2ccccc2)c([N+](=O)[O-])c1	6	-3
COc1ccccc1C(=O)c1ccccc1C(=O)c1ccccc1	-6	9
Cc1cc(C)cc(NS(=O)(=O)c2c(C)[nH]c(=O)[nH]c2=O)c1	1	6
CCc1noc(C)c1C(=O)OCC(=O)Nc1ccccc1SC	0	8
CCN(CC)c1nc(-c2ccc(C(=O)NN)cc2)nc(-c2ccc(C(=O)NN)cc2)n1	2	-1
CCOC(=O)c1[nH]c(=S)[nH]c1C	1	10
CCN(CC)CCC(=O)N1C/C(=C/c2ccccc2)C(=O)/C(=C\c2ccccc2)C1	5	5
CCSc1nsc(NC(=O)Nc2ccccc2Cl)n1	7	0
COc1ccc(/C=C/C(=O)OCC(=O)N2CCN(S(=O)(=O)c3ccc(C)cc3C)CC2)cc1OC	12	7

Continued; it opens with the two that closed the last part.
SMILES	PAFAH2 FP inh	PAFAH1B3 FP inh
CCSc1nsc(NC(=O)Nc2ccccc2Cl)n1	7	0
COc1ccc(/C=C/C(=O)OCC(=O)N2CCN(S(=O)(=O)c3ccc(C)cc3C)CC2)cc1OC	12	7
COC(=O)c1c[nH]c(=S)n1Cc1ccccc1	6	8
CC(=O)OC1CCC2(C)C(CCC3C2CC(=O)C2(C)C3CC(C(C(C)=O)C(C)=O)C2C(C)=O)C1 (configuration not stated)	1	5
Cc1nc(CNS(=O)(=O)c2ccc(F)cc2)cs1	3	8
CCOc1cc(CN2CCCC(N3CCc4ccccc4C3)C2)ccc1O (configuration not stated)	5	4
O=C(NN=C1CCCCCC1)c1ccncc1	1	10
Cc1ccc(-c2csc(/C(C#N)=C(\O)CCl)n2)cc1	33*	0
O=S(=O)(CCN1CCCCC1)CCS(=O)(=O)CCN1CCCCC1	3	3
CC(C)c1ccccc1NC(=O)C1CCCN(C(=O)c2ccc(Cl)cc2)C1 (configuration not stated)	-2	5
COc1cc(NS(=O)(=O)c2cccc3nsnc23)c(C(=O)O)cc1OC	2	4
Cc1ccc(S(=O)(=O)N2CC(O)C[C@H]2C(=O)OCC(=O)N2CCN(c3ccc(F)cc3)CC2)cc1C (some centres not stated)	3	11
Cc1ccc(-c2cc(C(=O)N/N=C/c3ccc([N+](=O)[O-])o3)c3ccccc3n2)o1	-1	14
O=C(Nc1ccccc1N1CCN(c2ccc(F)cc2)CC1)C1CCCCC1	3	1
c1ccc(-c2cn3ccccc3n2)cc1	5	9
COc1ccc(CN(CC(=O)NCC2CCCO2)C(=O)CCC(=O)Nc2cc(C)ccn2)cc1 (configuration not stated)	-2	6
CCCCN1C(=O)CC(C(=O)OCC)=C1C	7	4
Cc1ccc2c(C)c(C)c(=O)n(C)c2c1	8	6
CC(=O)C1(C)C(=O)N(c2ccc(F)cc2)C(=O)N1c1ccc(F)cc1 (configuration not stated)	1	8
CC(C)NCc1c(O)c(Br)cc2oc3c(c12)CCCC3	-2	6
O=C(NCc1cccnc1)C1COc2ccccc2O1 (configuration not stated)	-6	5
CCc1ccc(N(CC(=O)NC(C)(C)C)C(=O)CCC(=O)Nc2ccccn2)cc1	-4	3
Cc1noc(C(=O)Nc2cccnc2Cl)c1Cl	0	4
COc1cc(C2c3cc4c(cc3C(O)C3COC(=O)C23)OCO4)cc(OC)c1OC (configuration not stated)	-3	8
CCN(CC)c1ccc(/C=N/Nc2nc3ccccc3[nH]2)cc1	5	14
Fc1cc(F)nc(NCc2ccccc2)n1	-2	0
N#CC(=Cc1ccncc1)c1ccccc1	6	5
CC(C)(C)S(=O)N1Cc2cc(=O)n(Cc3ccccc3)cc2[C@H]1CCO (some centres not stated)	-4	3
Nc1cc2c(cc1Br)-c1ccc(F)cc1C2=O	13	5
Cc1cc(-c2csc(NCc3ccccc3)n2)c(C)n1C	13	1
Cc1cc(C)c(NC(=O)Cn2ncc3ccccc32)c(C)c1	2	-3
CC(=O)N/C(=C\c1ccccc1)C(=O)OCc1cccc(S(=O)(=O)N(C)C)c1	1	5
CC(=O)c1ccc(OCCCC(=O)NCc2nnc3ccccn23)cc1	-6	4
C/C(=N\NC(=O)c1nnn(-c2nonc2N)c1-c1ccccc1)c1ccco1	0	-1
CCOC(CNCc1cc(C)c2[nH]c3ccccc3c2c1C)OCC	-3	0
O=S(=O)(c1ccc(Cl)cc1)N1CCN(c2nc(-c3cccs3)nc3ccccc23)CC1	-5	5
CC1CN(C2CCCCC2)C(=S)N(c2ccccc2)C1=O (configuration not stated)	5	4
CCc1ccc(C(=O)NNC(=O)c2cccc(S(=O)(=O)N3CCN(C)CC3)c2)cc1	2	2
CC(=O)Nc1sc(C)c(C)c1C(=O)OCC(=O)N(CCC#N)c1cc(C)cc(C)c1	-1	7
COc1ccccc1CNC(=O)COc1ccccc1C	5	0
